FLuc act counter: firefly luciferase counter-screen for stimulation assays; P08659; ATPlite luciferase biochemical, luminescence, 10 min; 0 = ATP-free wells, 1 = DMSO control; activation factor at 10 µM; 200,000 tested, under 10 active; AID 1027;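 active = luciferase activation factor, scaled between plate controls, of at least 2 with compound at 10 µM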
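Assay system: Luciferase/luciferin detection reagent, cell-free biochemical luciferase assay / Read-out: luciferase activation / Benchmarks: No-ATP low control, compound-free enzyme-plus-ATP high control / Medium: PBS buffer for ATP / Detection: luminescence measurement of luciferase light output / Schedule: 10 min at ambient temperature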
APP 5'UTR act: APP 5'UTR luciferase reporter activation | activation, % at 2 µM | SH-SY5Y APP 5'UTR luciferase reporter, luminescence; zero percent = DMSO vehicle wells | 1% of 190,000 active;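 active = activation above a set limit, based on mean plus 3 SD of controls, cut at about 140% in these data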; note: values of inactives mirror those of a sister screen read the other way
STAT1 act: increases IFN-gamma driven STAT1 reporter signal | NIH 3T3 STAT1-luciferase reporter, luminescence; 100% = IFN-gamma alone, no compound | activation (% of control), % at 5.5 µM | 2.6% of 200,000 active | AID 932;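 active = activation above the screen-wide mean activation plus 3 SD, cut at about 130% in these data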;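 note: raw ratio to IFN-gamma control signal so 100% means no change and 0% no light; values of inactives mirror those of a sister screen read the other way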
NF-kB neuron act: compounds increasing NF-kB expression in human neuronal cells | NF-kB reporter expression; hits give high values | fold change at 12.5 µM | 1.6% of 190,000 active | AID 1239; in the data active = fold change above about 3.3
Diaphorase act: counter-screen for diaphorase-based assays: diaphorase activators and chemical reducers | AID 1229 | activation factor at 20 µM | Diaphorase/resazurin coupled assay, resorufin fluorescence, 16 min; hits give high values; 1 = vehicle wells, 0 = NADH-free wells | 0.005% of 190,000 active;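 active = diaphorase activity raised at least twofold by the compound at 20 µM; inactive = activation factor below 2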
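Assay system: bacterial diaphorase enzyme (C. kluyveri) / Input: enzyme 0.07 U/mL final / Medium: 50 mM HEPES pH 7.4 with 4.542 mM MgCl2, 0.005% Tween 20 / Doses: single compound dose of 20 µM, 1% DMSO final / Incubation: 16 min enzyme reaction, ambient temperature / Signal: fluorescence, excitation 544 nm and emission 590 nm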
Diaphorase inh: counter-screen for diaphorase-based assays: diaphorase inhibitors and chemical oxidizers; diaphorase resazurin-to-resorufin fluorescence, NADH, 16 min; bacterial (C. kluyveri) enzyme, not human; inhibition, % at 20 µM; 0.69% of 190,000 active;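 active = primary screen inhibition at 20 µM above a set limit, cut at about 50% in these data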;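 note: plate controls were DMSO with full reaction for no effect and wells lacking NADH for full effect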
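Benchmarks: positive control wells lacking NADH, neutral wells with DMSO only. System: bacterial diaphorase enzyme (C. kluyveri). Input: 0.14 U/mL diaphorase, enzyme working solution. Detection: resorufin fluorescence, excitation 544 nm, emission 590 nm. Times: 16-min room-temperature incubation before reading.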
G6PDH CS: inhibits Leuconostoc G6PDH, flagging false hits in G6PDH-based assays; 0.12% of 200,000 active; Purified L. mesenteroides G6PDH, diaphorase/resazurin coupled fluorescence, 45 min; inhibition, % at 5 µM; AID 1020; in the data active = inhibition above about 50%
APP 5UTR inh: APP translation inhibition | SH-SY5Y APP 5'UTR-luciferase reporter, luminescence | inhibition, % at 2 µM | 0.82% of 190,000 active | AID 1285;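 active = inhibition above a set limit, derived from the sample mean plus 3 SD, cut at about 45% in these data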; note: values of inactives mirror those of a sister screen read the other way
FLuc inhib CS: Photinus pyralis luciferase inhibition counter-screen; P08659; ATPLite firefly luciferase biochemical luminescence, 10 min; inhibition, % at 10 µM; 1.5% of 200,000 active;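 active = inhibition above about 50% when tested at 10 µM, limit read from the data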
TLR4 MyD88 comp: blocks binding of human TLR4 to MyD88; AID 861; inhibition, % at 8.4 µM; HeLa CL3-4 TLR4/MyD88 BLA complementation, FRET ratio; 0.18% of 200,000 active; in the data active = inhibition above about 25%;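 note: 0% = vehicle and 100% = reference inhibitor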
Target sequence (O00206 whole entry, looked up): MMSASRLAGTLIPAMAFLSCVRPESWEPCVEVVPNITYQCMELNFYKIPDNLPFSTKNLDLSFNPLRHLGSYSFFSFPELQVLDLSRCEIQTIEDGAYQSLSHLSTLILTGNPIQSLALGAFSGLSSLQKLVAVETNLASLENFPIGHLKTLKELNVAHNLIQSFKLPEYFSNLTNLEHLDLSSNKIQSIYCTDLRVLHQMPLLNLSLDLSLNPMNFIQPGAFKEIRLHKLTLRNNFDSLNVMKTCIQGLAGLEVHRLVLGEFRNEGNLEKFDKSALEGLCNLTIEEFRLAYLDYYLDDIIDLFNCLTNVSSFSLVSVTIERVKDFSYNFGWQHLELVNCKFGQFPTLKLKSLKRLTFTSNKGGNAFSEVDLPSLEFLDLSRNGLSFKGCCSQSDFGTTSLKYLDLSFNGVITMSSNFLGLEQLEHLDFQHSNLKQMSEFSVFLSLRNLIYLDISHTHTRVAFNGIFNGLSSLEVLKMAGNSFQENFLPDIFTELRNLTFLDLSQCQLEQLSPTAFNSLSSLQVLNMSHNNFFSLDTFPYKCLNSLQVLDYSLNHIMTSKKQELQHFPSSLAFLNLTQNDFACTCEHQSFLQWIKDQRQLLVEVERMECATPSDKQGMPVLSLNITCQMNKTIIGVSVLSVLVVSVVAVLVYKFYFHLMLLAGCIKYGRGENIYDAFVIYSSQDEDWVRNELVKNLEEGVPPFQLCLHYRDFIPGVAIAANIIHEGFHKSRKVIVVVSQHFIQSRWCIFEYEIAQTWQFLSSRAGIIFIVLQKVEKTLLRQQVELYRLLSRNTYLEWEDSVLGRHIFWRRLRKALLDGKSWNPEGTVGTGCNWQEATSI
Target sequence (Q99836 whole entry, looked up): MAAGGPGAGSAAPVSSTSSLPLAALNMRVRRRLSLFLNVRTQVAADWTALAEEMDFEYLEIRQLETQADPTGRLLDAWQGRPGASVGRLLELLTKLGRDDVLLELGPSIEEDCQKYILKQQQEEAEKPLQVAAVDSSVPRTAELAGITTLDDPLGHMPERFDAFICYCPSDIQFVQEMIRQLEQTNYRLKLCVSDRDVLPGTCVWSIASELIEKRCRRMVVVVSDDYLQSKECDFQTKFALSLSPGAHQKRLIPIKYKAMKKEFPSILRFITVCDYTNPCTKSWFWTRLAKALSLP
Numbers without * were called inactive; . = no result given. Compounds were not picked by outcome. About 5.6% of those tested had a hit in this group.

SMILES	FLuc act counter	APP 5'UTR act	STAT1 act	NF-kB neuron act	Diaphorase act	Diaphorase inh	G6PDH CS	APP 5UTR inh	FLuc inhib CS	TLR4 MyD88 comp
Cc1ccc(S(=O)(=O)N2CCN(C(=O)CCC(=O)OCC(=O)Nc3cccc(C#N)c3)CC2)cc1	1.1	13.4	96.6	1.36	1	-1.6	18.8	-13.4	-8.1	1.4
Cc1c(NC(=O)C(C)N2C(=O)NC3(CCC(C)CC3)C2=O)c(=O)n(-c2ccccc2)n1C (stereo not drawn)	1	1.1	94.6	1.22	0.9	5.8	13.1	-1.1	3.7	7.2
Cc1ccc(OCCCN2C(=O)C(=O)c3cc(C)ccc32)cc1	1.1	-19.9	102.8	1.72	0.9	7.9	5.4	19.9	-5.7	5.9
Cc1ccc(N=Cc2c(O)n(-c3nccs3)c(=O)c3ccccc23)cc1	1	7.8	107.4	0.44	0.9	11.4	-20.0	-7.8	-2.6	4.3
CCN(CC)S(=O)(=O)c1ccc(C(=O)Oc2coc(CSc3nc(C)cc(C)n3)cc2=O)cc1	1.1	-3.2	98.5	1.04	0.7	28.6	2.9	3.2	-7.9	-0.2
Cc1csc(NC(=O)CSc2ccc3nnc(-c4ccncc4)n3n2)n1	1	4.2	88.5	0.92	1.1	-6.7	-0.3	-4.2	1.7	1.2
Cc1[nH]nc2c1C1(CCN(Cc3ccccc3)CC1)C(C#N)=C(N)O2	1.1	1.7	103.2	1.34	1.1	-7.1	19.8	-1.7	-5.6	-6.3
CC(C)(C)NC(=O)C(c1cccs1)N(C(=O)c1csnn1)c1ccccc1F (stereo not drawn)	1	3.5	99.8	1.01	0.8	17.4	13.5	-3.5	-3.6	-3.9
Cc1ccc(Sc2ncnc3onc(C)c23)cc1	1	0.6	99.2	1.51	0.9	12.5	-4.1	-0.6	-2.4	10.7
Cc1cc(NS(=O)(=O)c2ccc(NC(=S)NC(=O)c3ccc(F)cc3Cl)cc2)no1	1.1	-2.9	103.3	1.17	1	2.8	7.4	2.9	-6.8	3.0

Fetched one by one from the list above:
SMILES	FLuc act counter	APP 5'UTR act	STAT1 act	NF-kB neuron act	Diaphorase act	Diaphorase inh	G6PDH CS	APP 5UTR inh	FLuc inhib CS	TLR4 MyD88 comp
Cc1ccc(N=Cc2c(O)n(-c3nccs3)c(=O)c3ccccc23)cc1	1	7.8	107.4	0.44	0.9	11.4	-20.0	-7.8	-2.6	4.3
CC(C)(C)NC(=O)C(c1cccs1)N(C(=O)c1csnn1)c1ccccc1F (stereo not drawn)	1	3.5	99.8	1.01	0.8	17.4	13.5	-3.5	-3.6	-3.9

The main list resumes with the three entries that preceded the break.
SMILES	FLuc act counter	APP 5'UTR act	STAT1 act	NF-kB neuron act	Diaphorase act	Diaphorase inh	G6PDH CS	APP 5UTR inh	FLuc inhib CS	TLR4 MyD88 comp
CC(C)(C)NC(=O)C(c1cccs1)N(C(=O)c1csnn1)c1ccccc1F (stereo not drawn)	1	3.5	99.8	1.01	0.8	17.4	13.5	-3.5	-3.6	-3.9
Cc1ccc(Sc2ncnc3onc(C)c23)cc1	1	0.6	99.2	1.51	0.9	12.5	-4.1	-0.6	-2.4	10.7
Cc1cc(NS(=O)(=O)c2ccc(NC(=S)NC(=O)c3ccc(F)cc3Cl)cc2)no1	1.1	-2.9	103.3	1.17	1	2.8	7.4	2.9	-6.8	3.0
O=C(Nc1ccc2nn(-c3ccccc3)nc2c1)c1ccc(Br)o1	1	20.4	111.1	1.1	0.8	16.7	-35.6	-20.4	0.3	15.6
COc1ccc(/C=N/c2c(-c3ccco3)nc3ccccn23)cc1OC	0.2	-13.8	117.3	0.89	0.8	24.4	6.2	13.8	79.6*	5.3
CSCCC1(C(=O)O)NC(c2ccccc2O)C2C(=O)N(C(C)C)C(=O)C21 (stereo not drawn)	1	4.1	104.1	1.05	0.9	13.5	16.7	-4.1	-0.1	-4.2
COC(=O)Cn1cnc2sc(C)c(S(=O)(=O)N3CCN(c4ccccc4OC)CC3)c2c1=O	1	17.2	97.9	0.57	0.8	24.1	-5.2	-17.2	-4.8	11.3
CSc1ccc(C(=O)C2CCCN(C(=O)c3cc4cc(F)ccc4[nH]3)C2)cc1 (stereo not drawn)	1	-30.1	116.3	1.11	0.7	26.4	5.9	30.1	-1.3	-2.8
C=CCN(CC=C)CCCOc1ccc(C)cc1OC	1	11.7	108.0	1.27	0.9	9.9	15.9	-11.7	-0.1	-3.3
CCCCC1(C)OC(=O)C(=Cc2ccc(N(CC)CC)cc2)C(=O)O1 (stereo not drawn)	1	11.6	90.7	1.43	0.7	27.3	4.3	-11.6	-4.6	-4.4
O=C(O)CCC(=O)N1CCN(c2nc3ccccc3s2)CC1	1	4.4	106.2	1.16	1	2.1	-5.6	-4.4	-4.8	-1.9
CCCC(=O)N1CCCC(c2nc(-c3cccc(OC)c3)no2)C1 (stereo not drawn)	0.6	118.1	119.8	2.17	1	2.0	14.0	-118.1	40.9	0.5
O=C(Cn1c(=O)n(CCCC(=O)NC2CCCC2)c(=O)c2ccccc21)NCCC1=CCCCC1	1.1	25.8	107.4	0.93	1	-2.0	-4.2	-25.8	-5.8	9.6
CCCN(CCC)C(=O)Cn1c(=O)n(CCCCC(=O)NCc2ccco2)c(=O)c2ccccc21	1	-7.1	95.0	1.1	1.1	-12.3	12.6	7.1	-4.9	-10.9
Cc1noc(C)c1COC(=O)CCC(=O)c1ccc(F)cc1	1.1	5.1	97.6	1.21	0.9	5.2	3.6	-5.1	-7.3	-8.4
CC(=O)Oc1c(-c2ccco2)oc2ccccc2c1=O	1	3.8	109.5	0.97	0.9	12.8	0.3	-3.8	-2.8	7.6
COc1cc(-c2[nH]nc3c2C(c2ccco2)C(C#N)=C(N)O3)cc(OC)c1OC (stereo not drawn)	1.1	-10.6	102.4	0.93	0.8	23.1	-0.1	10.6	-5.9	-12.0
O=C(NCc1ccccc1)c1ccc2c(=O)n(CC3CCCO3)c(=S)[nH]c2c1 (stereo not drawn)	1	1.9	98.9	1.02	0.9	13.7	-5.5	-2.0	-3.4	-0.1
O=C(CCNS(=O)(=O)c1ccc(Br)s1)NCc1ccc2c(c1)OCO2	1.1	14.1	94.2	1.14	1	4.0	8.5	-14.1	-5.7	11.1
Brc1cnc(N2CCCC2)nc1N1CCOCC1	1	0.1	104.8	1.14	0.9	14.8	2.0	-0.1	-2.8	3.7
Clc1cccc(N/N=C(\Cc2nc3ccccc3[nH]2)c2ccccc2)c1	1	27.4	107.5	1.22	0.9	14.1	-15.7	-27.4	-0.2	10.7
Cc1cc(C)cc(OCC(=O)Nc2nc3ccc([N+](=O)[O-])cc3s2)c1	1	-5.2	106.9	1.1	1	-1.1	2.2	5.2	-3.5	-2.9
COc1ccc(N(CC(=O)Nc2cccnc2)S(C)(=O)=O)cc1	1.1	-1.8	102.6	0.88	0.8	24.6	14.7	1.8	-5.8	-13.0
Cc1cccc(N2CCC(NCc3c(C(=O)N4CCCCC4)nc4c(C)cccn34)CC2)c1	1	14.9	94.2	0.77	1.1	-5.4	7.6	-14.9	-1.5	1.3
CCC(=O)NC(=S)NNC(=O)c1ccc(O)cc1	0.9	-12.9	92.0	1.09	.	.	-3.2	12.9	6.7	13.7
O=C(c1cc(-c2cccs2)nc2ccccc12)N1CCN(S(=O)(=O)c2cccc(F)c2)CC1	1	-0.2	96.8	0.48	0.9	13.2	10.1	0.2	2.6	4.3
O=[N+]([O-])c1cccc(/C=N/NC2=NCCCCC2)c1	1	4.5	117.6	1.65	0.9	8.8	5.9	-4.5	-4.5	-11.5
O=C(N/N=C/C=C/c1ccco1)c1ccccc1Cl	1	7.1	95.9	1.32	0.7	32.3	11.0	-7.1	1.4	-9.7
CCCCC1CCC(c2nc(-c3cccnc3)no2)CC1 (stereo not drawn)	1	3.6	100.7	1.47	0.8	21.1	14.6	-3.6	-1.9	19.5
CCCn1c(O)c(N=NC(=O)c2ccco2)c2ccccc21	1	-8.8	100.3	0.7	0.8	16.5	-3.5	8.8	0.7	-20.1
Cc1cccc(CCNC(=O)C2CCN(S(=O)(=O)c3cccc4nsnc34)CC2)c1	1.1	-19.1	100.2	0.84	0.8	15.3	0.8	19.1	-10.6	1.0
Cc1ccc(O)c(NC(=O)c2cccc(S(=O)(=O)N3CCCCC3)c2)c1	1	33.8	92.5	1.54	0.9	12.6	-1.3	-33.8	-3.3	11.7
COc1ccc(/C=N/N2CCN(C)CC2)cc1O	1	-4.0	96.0	1.06	1	3.5	5.8	4.0	-1.2	-2.4
COc1ccccc1CN(C)c1nnnn1-c1ccccc1	1	5.6	96.0	1.19	1	4.1	4.9	-5.6	-4.5	-4.5
Cc1ccccc1Cn1cc(/C=N/n2cnnc2)c2ccccc21	1.1	2.1	89.8	1.03	0.8	21.6	-53.2	-2.1	-5.3	1.6
O=C1c2ccc(-c3nc4ccccc4o3)cc2C(=O)N1Cc1ccccc1	.	-3.9	105.8	.	.	.	.	3.9	.	0.6
CCOC(=O)c1cnc2c(N=Nc3ccccc3)c(N)nn2c1N	0.3	20.4	137.5*	1.62	0.9	7.3	-1.7	-20.4	69.9*	16.6
Cc1ccc2c(c1)NCC(C(=O)NCc1ccccc1)O2 (stereo not drawn)	1	-9.5	97.6	1.3	0.9	11.7	7.1	9.5	-0.3	3.8
CCCNC(=O)c1cccc(COCC(F)(F)F)c1	.	-12.9	97.8	1.38	.	.	.	12.9	.	-13.7
O=C(NCCN1CCOCC1)c1cc(Cl)ccc1[N+](=O)[O-]	1	-19.1	108.0	1.25	1	1.2	-4.0	19.1	-1.9	0.4
CC(=O)C1=C(O)C(=O)N(c2nccs2)C1c1ccccc1 (stereo not drawn)	1	-5.9	99.5	1.14	0.8	15.5	8.0	5.9	-2.9	3.9
Cc1cccc(N(CC(=O)NCCSCc2ccco2)S(=O)(=O)c2ccccc2)c1	1	3.8	95.6	0.8	0.9	12.9	-2.7	-3.8	-1.7	-16.8
COC(=O)/C(=C/c1c[nH]c2ccccc12)[N+](=O)[O-]	1.1	13.9	85.6	1.29	1.1	-8.1	8.2	-13.9	-5.8	13.8
CCOC(=O)c1nc(NCc2cccc(OC)c2)c2ccccc2n1	1.1	-37.8	91.4	1.11	0.9	6.3	3.9	37.8	-6.5	-1.7
Cn1nnc(NC(=O)c2cccc(F)c2)n1	1.1	3.8	110.1	1.34	0.9	13.7	7.5	-3.8	-8.8	-4.8
O=S(=O)(/N=C(/Nc1cc(N2CCOCC2)ncn1)c1ccc(F)cc1)c1ccccc1	1.1	6.4	96.0	1.46	0.9	13.7	-5.7	-6.4	-5.3	0.0
O=C(Nc1cccc(F)c1)c1ccc(CSc2ccccc2)o1	0.8	8.1	98.0	1.73	0.9	11.0	2.8	-8.1	17.7	-21.2
COc1ccc(NC(=O)[C@@H](NC(=O)c2ccccc2F)C(C)C)cc1S(=O)(=O)N1CCOCC1	1	-7.2	92.3	0.99	0.9	7.1	6.8	7.2	-4.0	-1.7
COC(=O)CNC(=O)c1ccccc1C	1	-23.4	100.4	1.04	0.9	10.9	-1.5	23.4	-0.8	-2.8

Screening results as filed in PubChem.
